Bioassay records from PubChem BioAssay.
SRC2 inh – human SRC2 (NCOA2) inhibition; HEK293 GAL4-SRC2 luciferase reporter, luminescence; AID 651957; inhibition, % at 9 µM; actives 0.17% (n = 370,000); Q15596;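 active = inhibition above the mean inhibition of all tested compounds plus 3 SD, set per campaign, cut at about 52% in these data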;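 note: 0% = DMSO treated cells and 100% = cells given Gossypol at 36 µM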
NCOA1 inh – human NCOA1 inhibition | HEK293 GAL4-SRC1 luciferase reporter, luminescence | Q15788 | inhibition, % at 3.6 µM | actives 0.12% (n = 360,000) | AID 588354;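 active = inhibition above the campaign mean plus 3 SD, with each screening campaign given its own cutoff, cut at about 60% in these data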;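 note: 0% = DMSO treated cells and 100% = gossypol at 36 µM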
TRAIL sens C8 – caspase-8 TRAIL sensitization; NB7+C8 cells + TRAIL, ATPlite viability luminescence; inhibition (viability loss, TRAIL sensitization), % at 10 µM; actives 1% (n = 360,000);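 active = compounds causing at least 50% loss of cell viability in the single-dose screen, relative to plate controls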
NR5A2 inv ag – inverse agonists of human LRH-1 (NR5A2); actives 0.13% (n = 360,000); AID 602396; O00482; inhibition, % at 3.6 µM; HEK293T StAR-luciferase reporter, LRH-1 transfected, 24 h;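 active = inhibition above the mean inhibition of all tested compounds plus 3 SD, cut at about 73% in these data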;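 note: 0% = DMSO wells and 100% = reporter-only cells lacking LRH-1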
CF NFkB inh – blocks PAF-induced NF-kB reporter in cystic fibrosis cells. KKLEB NF-kB-GFP reporter, GFP fluorescence overnight. inhibition, % at 5 µM. actives 0.86% (n = 360,000). AID 588850;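 active = at least 50% inhibition at 5 µM, scaled per plate between neutral and stimulator controls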;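 note: PAF is a Pseudomonas aeruginosa culture filtrate used as stimulus; plate controls were PAF-stimulated DMSO wells for no effect and unstimulated DMSO wells for full effect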
KKLEB tox – counter-screen for CF NF-kB inhibitors: cytotoxicity. actives 0.36% (n = 360,000). AID 602141. activity change (cytotoxicity), % at 5 µM. KKLEB CF airway cells viability, ATPlite luminescence, overnight; hits give low values; cells stimulated with P. aeruginosa culture filtrate;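 active = corrected activity change at or below -50% at 5 µM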
EBV LMP1 NFkB – inhibitors of Epstein-Barr LMP1-induced NF-kappaB reporter; LMP1-induced NF-kappaB luciferase reporter cells, luminescence; inhibition, % at 12.5 µM; actives 0.69% (n = 350,000); AID 504558; in the data active = inhibition above about 41%;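 note: 0% = neutral control wells and 100% = reference inhibitor control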
SRC3 inh – inhibits human SRC3 coactivator. HEK293 GAL4-SRC3 luciferase reporter, luminescence. Q9Y6Q9. inhibition, % at 3.6 µM. actives 0.17% (n = 360,000);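 active = inhibition above a per-campaign cutoff, the mean of all compounds plus 3 SD, cut at about 60% in these data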;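 note: 0% = DMSO-treated cells and 100% = gossypol-treated cells at 36 µM; higher means less SRC3-driven luciferase light from the GAL4 reporter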
Target sequence (Q9Y6Q9 whole entry, looked up, the tested form may be a part): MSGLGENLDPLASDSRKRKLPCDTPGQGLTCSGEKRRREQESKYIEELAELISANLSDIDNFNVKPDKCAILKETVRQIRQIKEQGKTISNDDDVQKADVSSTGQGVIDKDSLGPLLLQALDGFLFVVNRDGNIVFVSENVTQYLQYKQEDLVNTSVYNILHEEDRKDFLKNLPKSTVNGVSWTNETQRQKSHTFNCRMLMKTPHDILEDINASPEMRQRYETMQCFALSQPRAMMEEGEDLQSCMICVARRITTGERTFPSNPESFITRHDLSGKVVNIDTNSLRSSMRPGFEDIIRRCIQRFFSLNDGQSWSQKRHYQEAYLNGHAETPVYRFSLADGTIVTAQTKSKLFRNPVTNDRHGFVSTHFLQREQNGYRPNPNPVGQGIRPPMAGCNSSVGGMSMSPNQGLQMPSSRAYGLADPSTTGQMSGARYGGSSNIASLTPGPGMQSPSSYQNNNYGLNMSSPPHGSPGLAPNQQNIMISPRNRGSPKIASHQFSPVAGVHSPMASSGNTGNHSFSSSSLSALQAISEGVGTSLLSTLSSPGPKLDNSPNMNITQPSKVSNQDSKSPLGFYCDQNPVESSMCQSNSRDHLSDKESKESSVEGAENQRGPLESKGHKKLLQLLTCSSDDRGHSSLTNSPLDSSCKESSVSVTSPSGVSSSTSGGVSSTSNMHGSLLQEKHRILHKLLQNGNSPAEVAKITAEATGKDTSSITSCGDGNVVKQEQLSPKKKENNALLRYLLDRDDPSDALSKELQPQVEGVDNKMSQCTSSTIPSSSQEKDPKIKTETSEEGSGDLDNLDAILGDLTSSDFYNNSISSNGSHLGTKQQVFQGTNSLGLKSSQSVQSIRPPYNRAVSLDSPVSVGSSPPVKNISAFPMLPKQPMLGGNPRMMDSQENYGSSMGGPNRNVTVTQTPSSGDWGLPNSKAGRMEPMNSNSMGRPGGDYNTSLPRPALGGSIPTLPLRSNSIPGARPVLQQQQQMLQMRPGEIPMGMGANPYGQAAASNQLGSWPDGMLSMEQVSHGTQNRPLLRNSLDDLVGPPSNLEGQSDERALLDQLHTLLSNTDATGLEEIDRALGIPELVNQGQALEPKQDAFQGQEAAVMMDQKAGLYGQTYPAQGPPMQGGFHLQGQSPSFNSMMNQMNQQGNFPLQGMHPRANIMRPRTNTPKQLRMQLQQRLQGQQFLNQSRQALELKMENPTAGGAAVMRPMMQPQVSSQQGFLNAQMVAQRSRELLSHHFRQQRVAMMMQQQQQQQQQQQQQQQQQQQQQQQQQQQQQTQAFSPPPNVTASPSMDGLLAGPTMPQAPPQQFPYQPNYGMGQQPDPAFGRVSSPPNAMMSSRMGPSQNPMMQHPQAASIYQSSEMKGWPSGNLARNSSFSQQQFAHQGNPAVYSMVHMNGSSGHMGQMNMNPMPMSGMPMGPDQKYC
NR2F2 inh – inhibitors of human COUP-TFII (NR2F2); P24468; HEK293T NGFI-A luciferase reporter, luminescence; inhibition, % at 8.6 µM; actives 0.7% (n = 370,000); AID 686940;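 active = inhibition above a per-plate cutoff, mean inhibition of test wells between control levels plus 3 SD, cut at about 38% in these data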;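 note: cells cotransfected with COUP-TFII expression vector driving the NGFI-A reporter; 0% = median of COUP-TF2 test wells and 100% = reporter-only cells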
TROY NFkB inh – blocks TROY-dependent signaling in reporter cells; Q293 LMP1-TROYcd NF-kB luciferase reporter, 4 h; inhibition, % at 10 µM; actives 0.98% (n = 360,000); AID 1347056;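 active = compounds whose plate-normalised and pattern-corrected inhibition of the luciferase reporter signal at the single screening dose is 50% or more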
TWEAK Fn14 block – TWEAK-Fn14 signaling inhibition; TWEAK-stimulated Fn14 reporter cells, luciferase luminescence, 8 h; inhibition, % at 10 µM; actives 2% (n = 360,000); AID 1159606; in the data active = inhibition above about 50%
An asterisk follows results filed as active; . = no result given; & = joins results of further samples. Hits appear at their usual frequency; about 4.2% have a hit in one of these screens.

SMILES	SRC2 inh	NCOA1 inh	TRAIL sens C8	NR5A2 inv ag	CF NFkB inh	KKLEB tox	EBV LMP1 NFkB	SRC3 inh	NR2F2 inh	TROY NFkB inh	TWEAK Fn14 block
O=C1CC(C(=O)N(CC2CCCO2)C(C(=O)NC2CCCCC2)c2ccncc2)CS1 (stereo not drawn)	3	7	14	-6	9	1	-9	-30	15	-15	-7
CCOC(=O)c1sc(NC(=O)C(CC)Sc2nnc3c4ccccc4n(C(C)C)c3n2)nc1C (stereo not drawn)	-35	-5	42	-13	8	-1	6	-15	-12	4	-3
C#CCN1C(=O)C2(OCCO2)c2ccccc21	15	6	3	-13	-8	2	-1	3	-25	-11	10
CCc1nc2c(OCc3ccc(Cl)cc3Cl)cccn2c1N(C)C(=O)CC(C)C	23	13	5	18	-26	-10	.	-5	15	-6	-3
O=C(O)CCC(=O)c1ccc(C2CCCCCC2)cc1	-29	-48	-7	-54	-5	3	.	-71	-20	-39	-7
COC(=O)[C@@]1(Cc2ccccc2)[C@H]2C(=O)N(Cc3ccccc3)C(=O)[C@H]2[C@H]2CN=C(SCc3ccc(C#N)cc3)N21	9	-9	4	-43	6	14	16	-9	19	1	19
Cc1ccc(/C=C/C(=O)Nc2cc(=O)n(C)c(=O)n2C)o1	7	15	-1	6	6	12	-8	4	-12	-1	15
CCOC(=O)c1ccc(NC(=O)CCc2nc(-c3cccc(C)c3)no2)cc1	25	0	9	-1	5	-1	10	2	4	29	43
Cc1nn(-c2ncc(C(F)(F)F)cc2Cl)c(=O)n1-c1cccc(F)c1	-3	-32	-19	17	-4	-7	-16	2	13	8	-12
O=C(c1cccc(Cl)c1)N1CCN(CCCc2ccccc2)CC1	15	-1	5	-18	-11	5	-2	14	-1	-8	-16
COc1ccc2c(c1)O[C@H](c1ccc3c(c1)OCO3)[C@@H](O)C2=O	.	-63	2	-51	-5	-3	-2	-35	.	-64	-2
CC1(C(=O)Nc2ccc3c(c2)OCCO3)CCN1Cc1csc2ccccc12 (stereo not drawn)	-31	3	7	12	24	-6	.	0	4	19	7
O=S(=O)(/N=C(/Nc1cc(N2CCOCC2)ncn1)c1ccccc1)c1ccccc1	0	6	5	7	26	-20	4	-7	-9	-4	-3
O=C(OC(C(=O)NC1CCCCC1)c1ccc(C(F)(F)F)cc1)c1ccco1 (stereo not drawn)	4	8	3	2	23	-19	3	-26	-5	-14	-4
COc1ccc(S(=O)(=O)N2CCC(C(N)=O)(N3CCCCC3)CC2)cc1OC	-12	12	-1	-10	-6	-5	-3	0	-2	5	-4
Cc1ccc(NC(=O)CCc2nc(-c3cccs3)no2)c(Br)c1	-14	15	-5	22	-6	14	-2	0	12	-20	-17
O=C(C1CCCC1)N1CCN(S(=O)(=O)c2ccc(F)cc2)CC1	3	6	-15	13	1	10	-2	11	3	-21	3
O=C1[C@@H]2[C@H](Cc3ccc(O)cc3)N[C@]3(C(=O)Nc4ccccc43)[C@@H]2C(=O)N1c1ccc(F)cc1	-4	1	-6	16	10	-2	-5	8	18	7	10
NS(=O)(=O)c1cnccc1Nc1ccc(Cl)cc1	6	-10	-8	11	-11	1	1	8	-9	8	-3
Cc1cccc2c1N(CCOc1ccc(C(C)(C)C)cc1)C(=O)C2=O	16	-4	5	-11	14	-12	0	-9	20	9	-3

The closing two records of the section above open the next one:
SMILES	SRC2 inh	NCOA1 inh	TRAIL sens C8	NR5A2 inv ag	CF NFkB inh	KKLEB tox	EBV LMP1 NFkB	SRC3 inh	NR2F2 inh	TROY NFkB inh	TWEAK Fn14 block
NS(=O)(=O)c1cnccc1Nc1ccc(Cl)cc1	6	-10	-8	11	-11	1	1	8	-9	8	-3
Cc1cccc2c1N(CCOc1ccc(C(C)(C)C)cc1)C(=O)C2=O	16	-4	5	-11	14	-12	0	-9	20	9	-3
O=C(NCCC(c1ccccc1)c1ccccc1)c1cnccn1	14	7	6	-24	4	6	-3	8	10	-12	0
C/C=C/COc1nc2c(c(=O)n(C)c(=O)n2C)n1C	16	-4	1	-17	-2	20	2	9	7	-12	16
c1ccc(-c2nc(NCC3CCCO3)c3ccccc3n2)nc1 (stereo not drawn)	5	-6	6	33	-12	2	31	28	34	-25	-18
COc1ccc(C)cc1N(CC(=O)N1CCCC1)S(=O)(=O)c1ccccc1	-11	-29	-13	-15	2	-12	3	3	-2	-4	-5
CCOC(=O)c1sc(NC(=O)c2ccc(Cl)s2)cc1C	-51	-71	17	-65	-14	-12	-26	-41	-46	-36	-57
CC(NC(=O)C1CCCN1C(=O)c1cccs1)c1ccc(Cl)cc1Cl (stereo not drawn)	-26	15	5	13	8	12	-4	-8	-7	6	1
NC(=S)NN=Cc1ccc(OC(=O)COc2cc(Cl)c(Cl)cc2Cl)cn1	10	30	13	41	6	-16	12	29	-16	2	0
CC1=C(c2ccc(Cl)cc2)[N+](=O)C(C)(C)N1[O-]	-13	-1	1	-10	-10	7	-28	-20	-5	21	16
CC(C)C(OC(=O)CN1C(=O)COc2ccccc21)C(=O)NC1CCCC1 (stereo not drawn)	19	14	-4	19	-7	0	-14	9	9	12	-31
COCC(=O)Nc1cc(OC)c(Cl)cc1OC	-15	-6	-8	1	-11	-5	3	12	12	-15	-7
Cc1ccc(C(c2sc3nc(C)nn3c2O)N2CCOCC2)cc1 (stereo not drawn)	-1	4	0	14	-5	-1	4	7	1	-11	-10
CCC(=O)NC(NC(=S)Nc1cccc2cccnc12)C(Cl)(Cl)Cl (stereo not drawn)	17	18	-7	14	2	11	-7	1	25	3	5
O=C(CSc1nc2[nH]c(=O)cc(O)c2s1)Nc1ccc(Cl)c(C(F)(F)F)c1	-18	-5	0	12	-1	5	0	13	-3	4	-1
O=C(CSc1nnc(NC(=O)C2CC(=O)N(c3ccccc3)C2)s1)NCc1ccco1 (stereo not drawn)	-9	10	-8	12	9	7	9	5	-2	7	20
Cc1cc(Cl)c(OCCCSc2nc(C)cc(=O)[nH]2)c(Br)c1	-17	5	-8	17	-9	14	-4	-12	-6	43	-15
CN(CC(=O)Nc1ccc(Cl)c(C(F)(F)F)c1)C(=O)CNC(=O)C1CCCCC1	1	5	4	0	5	-1	3	-9	-1	-3	21
CCc1ccc(NC(=O)CN(c2ccc(OC)cc2)S(=O)(=O)c2c(C)[nH]c(=O)[nH]c2=O)cc1	-3	20	5	12	-37	17	.	19	-5	-6	4
CCCCNc1c(-c2cccc(-c3ccc(OC)cc3)c2)nc2ccc(C)cn12	13	7	41	-17	68*	-23	7	-15	2	32	0
COc1ccc(-c2cnc3c(NC(C)=O)cc(-c4ccc(C(=O)N5CCOCC5)cc4)cn23)cc1OC	2	-9	15	-7	-5	13	.	0	-4	9	-26
COC(=O)Cc1c[nH]c2cccc(OCC(O)CN(Cc3ccccc3)C(C)C)c12 (stereo not drawn)	22	-13	5	16	-6	-5	-4	0	6	11	5
CCCCCSc1nc2c(c(=O)[nH]c(=O)n2C)n1C	4	-21	-2	6	30	-25	-1	-24	-14	-13	4
CCc1ccccc1NC(=S)NNC(=O)c1ccccc1Cl	-56	-22	3	-20	-38	0	-7	-5	-1	-31	-10
O=C(CSc1nc2cc([N+](=O)[O-])ccc2n1-c1ccccc1)NCc1ccc2c(c1)OCO2	-38	-7	8	-1	-1	-8	1	14	4	5	-4
COC(CNC(=O)C1CCN(S(=O)(=O)c2cccc3nsnc23)CC1)OC	1	-22	-8	-14	-20	3	-3	-16	-2	-20	-6
O=C(CSc1nnc(NC(=O)c2ccc(F)cc2)s1)NC1CCCC1	-13	-14	63*	7	-9	-10	4	-5	6	-20	-1
Cc1ccc(OCC(=O)N/N=C/C=C/c2ccco2)cc1C	11	-4	5	4	-2	12	-7	6	8	-14	12
COc1ccccc1CNC(=O)C(CCSC)NC(=O)c1cccc(S(=O)(=O)N2CCOCC2)c1 (stereo not drawn)	-14	-8	5	10	-20	-5	6	-1	-2	2	5
CC(C)Cn1cnc2c(N)nc3ccccc3c21	7	9	-6	-13	-9	-8	7	-16	6	-8	-28
Cc1ccccc1N1C(=O)c2ccccc2N2C(=O)c3ccccc3C12 (stereo not drawn)	11	0	0	3	4	-12	2	-7	-1	-3	9
O=C(CSc1ncccc1C(=O)O)Nc1ccc2c(c1)OCCO2	48	15	8	50	1	-21	-5	19	55*	41	26
CN1CCN(CCCCOc2ccccc2-c2ccccc2)CC1	5	9	9	-5	8	-11	-6	16	-2	-11	4
C=CCOc1ccccc1/C=C/C(=O)O	-12	6	-14	-3	-1	12	3	8	16	-2	4
O=c1[nH]c(=S)[nH]cc1S(=O)(=O)c1cccc(Cl)c1	-24	14	-1	10	5	-5	-1	4	15	-2	7
Cc1cc(NC(=O)c2cccc(S(=O)(=O)N3CC(c4ccccc4)CC3=O)c2)no1 (stereo not drawn)	0	-11	-18	-6	19	-12	-16	-11	30	0	7
CC1CC(=O)Nc2ccccc2N1C(=O)Cn1cnc2ccc(Br)cc2c1=O (stereo not drawn)	11	-7	-7	12	-14	1	-8	10	0	-2	2
CCN(C(=S)Nc1cccnc1)c1cccc2ccccc12	-10	-3	-2	28	4	8	1	18	-8	20	3
COc1ccc(C(=O)N2CCC3(CC2)NCCc2[nH]cnc23)cc1OC	-25	7	5	-1	-13	2	-1	-31	10	-6	8
COc1ccc(CCC(=O)N2CCN(S(=O)(=O)c3ccc(C)cc3)CC2)cc1	4	1	-2	-22	-9	10	-2	11	0	11	-5
Cc1c(C)c2c(C)nn(-c3ccccc3)c2[nH]c1=O	-15	1	-9	10	-8	1	1	5	-3	-3	5
O=C(O)c1ccc2c(c1)C(=O)N(c1cc(C(=O)O)ccc1Br)C2=O	4	-10	-6	5	-2	7	-6	-4	6	0	3
CCCC(O)(CCN1CCCCC1)c1ccc(OCC)cc1 (stereo not drawn)	1	-31	-2	5	8	-19	6	11	-11	-5	7
COc1ccc2c(c1)C(=O)OC2CC(=O)O (stereo not drawn)	-10	4	-1	17	-9	7	-5	-8	5	10	-23
COc1cc(C(=O)N2CCN(Cc3ccc4c(c3)OCO4)CC2)cc(OC)c1OC	4	3	1	11	-7	-9	-4	-7	7	-18	-10
CCN1CCN(C(=O)c2ccc3c(=O)n(C4CCCC4)c(=S)[nH]c3c2)CC1	-22	-15	8	6	7	6	-2	-5	6	-4	-2
CCOC(=O)C1=C(C)Nc2ncnn2C1c1ccc(N(C)C)cc1 (stereo not drawn)	-9&-12	-8&-3	-19&6	1&7	-2&-1	-2&1	3&4	-3&19	6&-3	-8&7	-8&-11
CCOC(=O)C1=NOC2C(=O)N(c3ccc(Cl)cc3Cl)C(=O)C12 (stereo not drawn)	1	3	-2	10	-12	-2	-11	13	-13	-4	-20
CC(C)C(NS(=O)(=O)c1ccc2c(c1)oc(=O)n2C)C(=O)N1CCN(C2CCCCC2)CC1 (stereo not drawn)	.	-8	-5	0	-23	10	-1	13	.	-3	1
CCCNC(=O)CCn1c(=S)oc2ccccc21	-6	9	-20	-4	-18	12	-6	9	-12	-9	-1
